# Bioassay records from PubChem BioAssay.
# GLP-1R agonist: qHTS of GLP-1 Receptor Agonists. Glucagon-like peptide 1 receptor (Homo sapiens), P43220. HEK293 GLP-1R CRE-luciferase, luminescence, 4-6 h; cells express a hypersensitive GLP-1R form. Potency, µM (top dose mostly 45.6 µM), without a hit: top-dose activation, actives largely listed as activators. actives 0.007% (n = 380,000). AID 624172, 2012; further: potency means the concentration at half of the fitted maximal effect; % of control where 0% means no effect
# Target sequence (P43220 whole entry, looked up): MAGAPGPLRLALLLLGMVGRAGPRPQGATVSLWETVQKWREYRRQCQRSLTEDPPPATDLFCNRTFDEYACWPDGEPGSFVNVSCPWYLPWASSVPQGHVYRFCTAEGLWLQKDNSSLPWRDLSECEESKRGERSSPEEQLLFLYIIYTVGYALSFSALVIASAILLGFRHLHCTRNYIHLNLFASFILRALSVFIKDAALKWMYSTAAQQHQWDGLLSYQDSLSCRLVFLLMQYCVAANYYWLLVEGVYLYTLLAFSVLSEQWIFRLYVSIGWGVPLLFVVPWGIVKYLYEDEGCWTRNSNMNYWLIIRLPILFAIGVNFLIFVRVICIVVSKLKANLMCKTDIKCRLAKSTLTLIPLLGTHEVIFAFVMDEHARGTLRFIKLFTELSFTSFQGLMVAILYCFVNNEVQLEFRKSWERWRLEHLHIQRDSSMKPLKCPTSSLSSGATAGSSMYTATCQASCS
# PTHR1 agonist: qHTS for PTHR1 Agonists: Primary Screen. Parathyroid hormone/parathyroid hormone-related peptide receptor (Homo sapiens), Q03431. HEK293 GP2 PTHR1 cells, GloSensor cAMP luminescence, 1 h. Potency, µM (titrated, usually from 115 µM), inactives show at the highest dose activation, most hits filed as activators. actives 0.075% (n = 410,000); further: potency means the concentration at half of the fitted maximal effect; nearly all actives have a fitted effect of over 55% in size; some results filed as inactive show a strong effect at the top dose; inactives centre near -15; many of its hits are not listed in these tables
#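 HEK-293-derived GP2 cells expressing PTHR1 and a GloSensor cAMP reporter, 3,000/well, plated overnight, given luciferin plus IBMX (each 0.5 mM as added) for 1 h at 37 °C, then compound for 1 h at 37 °C. Luminescence was read after 15 min at room temperature.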
# GLP1R cytotox: qHTS of GLP-1 Receptor Inverse Agonists: Cytotox Screen | HEK293 cAMP-luciferase reporter cells, luminescence, 24 h | Potency, µM (doses to about 38.3 µM), without a hit: at the top dose activity change, negative = inhibition, usual class: inhibitors | actives 0.13% (n = 410,000) | AID 624418, 2012;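 further: loss of luciferase light is scored as toxicity; potency means the concentration at half of the fitted maximal effect; on the % scale 0 is the no-effect control and ±100 the full control effect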
#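 Luminescence readout: signal drop marks cytotoxicity. Plated cells grew 12 h at 37 °C, 5% CO2, received 23 nL compound for 24 h, then got luciferase reagent, read after 12 min at RT.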
# aSyn rescue: qHTS of alpha-syn Inhibitors; Yeast expressing alpha-synuclein, growth rescue, BacTiter-Glo, 24 h; Potency, µM (titrated, usually from 46.1 µM), inactives show at the top dose growth rescue (activation), most hits filed as activators; actives 0.14% (n = 370,000); AID 652106, 2013; further: potency means the concentration at half of the fitted maximal effect; % of control where 0% means no effect; nearly all actives have a fitted effect of over 65% in size
#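 Readout is rescue of growth in alpha-synuclein-expressing yeast, so inhibitors of toxicity appear as activators. Growth after 24 hr at 30 deg C in galactose medium is quantified by luminescence.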
# TDP43 rescue: qHTS of TDP-43 Inhibitors | actives 1.8% (n = 410,000) | Potency, µM (doses to about 46.1 µM), for the others: top-dose growth rescue (activation), hits mostly activators | TDP-43 expressing yeast growth rescue, BacTiter-Glo, 24 h; further: potency means the concentration at half of the fitted maximal effect; % of control where 0% means no effect; nearly all actives have a fitted effect of over 50% in size
#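 Readout is BacTiter-Glo luminescence of cell growth, so inhibitors register as activators. TDP-43-expressing yeast at OD600=0.02 in galactose medium, after raffinose pregrowth to mid-log, were incubated with compound for 24 hr at 30 deg C.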
# KB-V1 MDR tox: qHTS assay for MDR1-selective chemotherapeutics: Primary screen using the drug-selected MDR subline cells KB-V1. KB-V1 MDR cells viability, CellTiter-Glo, 72 h. actives 3.4% (n = 400,000). Potency, µM (series often up to 46.1 µM), for the others: top-dose activity change, negative = cytotoxicity, actives largely listed as cytotoxic; further: potency means the concentration at half of the fitted maximal effect; on the % scale 0 is the no-effect control and ±100 the full control effect; nearly all actives have a fitted effect of over 60% in size
#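 Cytotoxicity via CellTiter-Glo luminescence after 72 h compound exposure at 37 degrees C. Cells: drug-selected KB-V1 line, DMEM phenol-red free plus 10% FBS. Compounds tested at multiple concentrations; normalized data fitted to concentration-effect curves.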
# DRD3 antagonist: qHTS of D3 Dopamine Receptor Antagonist: qHTS; D(3) dopamine receptor (Homo sapiens), P35462; D3R cells, DiscoveRx beta-arrestin luminescence, antagonist mode; stronger effect = lower value; max response, negative = inhibition, %; actives 2.5% (n = 360,000); in the data active means max response below about -50%; inconclusive means no clear call, values can overlap the other calls; further: on the % scale 0 is the no-effect control and ±100 the full control effect; mostly tested at two doses, the higher about 12 µM
# Target sequence (P35462 whole entry, looked up): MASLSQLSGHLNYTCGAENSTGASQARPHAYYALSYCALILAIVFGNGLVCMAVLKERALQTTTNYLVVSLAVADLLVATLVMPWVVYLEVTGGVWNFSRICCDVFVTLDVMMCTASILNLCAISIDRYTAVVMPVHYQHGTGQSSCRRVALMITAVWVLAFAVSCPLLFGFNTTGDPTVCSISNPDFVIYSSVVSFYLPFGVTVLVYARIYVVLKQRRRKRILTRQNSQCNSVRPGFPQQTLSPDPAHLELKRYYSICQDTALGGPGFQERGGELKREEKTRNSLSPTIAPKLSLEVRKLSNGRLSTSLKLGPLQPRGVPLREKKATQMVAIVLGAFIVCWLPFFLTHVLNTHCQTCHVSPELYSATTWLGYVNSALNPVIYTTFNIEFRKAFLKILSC
#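 Cells expressing the human receptor were seeded at 1500 cells/well, incubated overnight at 37 degrees C in 5% CO2, then exposed to library compounds with dopamine controls for 90 minutes at 37 degrees C before luminescent detection.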
# DRD3 agonist: qHTS of D3 Dopamine Receptor Agonist: qHTS; actives 0.58% (n = 410,000); AID 652048, 2013; D3R DiscoveRx beta-arrestin cells, luminescence, 90 min; max activation, %; D(3) dopamine receptor (Homo sapiens), P35462; in the data active means max activation above about 30%; further: 0% is about no effect; mostly tested at two doses, the higher about 12 µM
#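 Agonist-mode cell screen: cells plated at 1500/well and incubated overnight at 37 °C, then exposed to library compounds for 90 min at 37 °C. Detection reagent was added for 30–60 min at room temperature, and luminescence was read.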
# GLP1R inv ag: qHTS of GLP-1 Receptor Inverse Agonists (Inhibition Mode) | Glucagon-like peptide 1 receptor (Homo sapiens), P43220 | HEK293 GLP-1R CRE-luciferase, luminescence, 24 h; GLP-1R form is constitutively active | Potency, µM (titrated, usually from 38.3 µM), for the others: at the highest dose activity change, negative = inhibition, usual class: inhibitors | actives 1.6% (n = 410,000) | AID 624417, 2012; further: potency means the concentration at half of the fitted maximal effect; on the % scale 0 is the no-effect control and ±100 the full control effect; nearly all actives have a fitted effect of over 55% in size
#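 GLP-1R inverse agonism mode: basal reporter luminescence in engineered HEK293 cells measured after one day of compound exposure at 37 deg C, with a 12 min room-temperature detection step.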
# An asterisk follows results filed as active; i = inactive; ? = inconclusive; / = no result given; [ ] = remark or other dose. Unless noted, the call rests on the fitted dose curve; in most records, active means well fitted curve in the direction sought with a large enough effect; inconclusive means small, poorly fitted or top-dose-only effect, or another doubt; inactive means no such curve, though single readings can be large; an effect the other way counts as inactive or inconclusive. Not all compounds are listed, so the mix of outcomes need not match the whole.
# A first look, 11 compounds:
SMILES,GLP-1R agonist,PTHR1 agonist,GLP1R cytotox,aSyn rescue,TDP43 rescue,KB-V1 MDR tox,DRD3 antagonist,DRD3 agonist,GLP1R inv ag
CC1CCCCN1C(=O)COC(=O)C1CCN(S(=O)(=O)c2ccc(Cl)c(C(F)(F)F)c2)CC1 (stereo unspecified),6%,-33%,-3%,2%,-36%[inhibitor],10%,-18,-5,8%
CC(C)CCN1CC(C(=O)N2CCN(c3ccc(F)cc3)CC2)CC1=O (stereo unspecified),-7%,i,-15%,6%,8%,-5%,0,5,-22%
CCOC(=O)C1(Cc2ccccc2C(F)(F)F)CCN(C2CCN(C(C)=O)CC2)CC1,7%,i,-1%,9%,-1%,-19%,-11,-6,?
COc1cc(-c2nc3ccc4ccccc4c3c3c2CCC3)ccc1O,3%,i,1%,24%,?,?,32,18,10%
COc1cc(NC(=O)c2ccc(CNc3c(N4CCCC4)c(=O)c3=O)cc2)cc(OC)c1OC,8%,i,-7%,0%,0%,7%,-21,-32,30%
CC(=O)NCC1CCCN(C(=O)c2oc3c(F)cccc3c2C)C1 (stereo unspecified),-2%,i,6%,-3%,4%,6%,0,8,20%
CCN1CCSc2ccc(C(=O)NCc3ccccc3C)cc21,-4%,-26%,-2%,1%,35µM*,?,-12,-6,?
N#Cc1cnc(SCC(=O)N2CCCC2)nc1N,0%,i,4%,-3%,-11%,?,-10,3,14%
COc1cccc(-n2cc3c(c2-c2ccccc2)c(=O)n(C)c(=O)n3C)c1,31%,i,-9%,17%,12%,?,58,7,9%
O=C1C2C3C=CC(C3)C2C(=O)N1c1n[nH]c(-c2cccnc2)n1 (stereo unspecified),-7%,i,8%,-1%,-13%,0%,-16,1,1%
COc1cc2nc(SCC(=O)Nc3cccc(C)c3)n3nc(-c4ccccc4)nc3c2cc1OC,-1%,12%,21%,/,-25%,?,/,-15,4%

# All compounds of this part (from the top)
SMILES,GLP-1R agonist,PTHR1 agonist,GLP1R cytotox,aSyn rescue,TDP43 rescue,KB-V1 MDR tox,DRD3 antagonist,DRD3 agonist,GLP1R inv ag
CC1CCCCN1C(=O)COC(=O)C1CCN(S(=O)(=O)c2ccc(Cl)c(C(F)(F)F)c2)CC1 (stereo unspecified),6%,-33%,-3%,2%,-36%[inhibitor],10%,-18,-5,8%
CC(C)CCN1CC(C(=O)N2CCN(c3ccc(F)cc3)CC2)CC1=O (stereo unspecified),-7%,i,-15%,6%,8%,-5%,0,5,-22%
CCOC(=O)C1(Cc2ccccc2C(F)(F)F)CCN(C2CCN(C(C)=O)CC2)CC1,7%,i,-1%,9%,-1%,-19%,-11,-6,?
COc1cc(-c2nc3ccc4ccccc4c3c3c2CCC3)ccc1O,3%,i,1%,24%,?,?,32,18,10%
COc1cc(NC(=O)c2ccc(CNc3c(N4CCCC4)c(=O)c3=O)cc2)cc(OC)c1OC,8%,i,-7%,0%,0%,7%,-21,-32,30%
CC(=O)NCC1CCCN(C(=O)c2oc3c(F)cccc3c2C)C1 (stereo unspecified),-2%,i,6%,-3%,4%,6%,0,8,20%
CCN1CCSc2ccc(C(=O)NCc3ccccc3C)cc21,-4%,-26%,-2%,1%,35µM*,?,-12,-6,?
N#Cc1cnc(SCC(=O)N2CCCC2)nc1N,0%,i,4%,-3%,-11%,?,-10,3,14%
COc1cccc(-n2cc3c(c2-c2ccccc2)c(=O)n(C)c(=O)n3C)c1,31%,i,-9%,17%,12%,?,58,7,9%
O=C1C2C3C=CC(C3)C2C(=O)N1c1n[nH]c(-c2cccnc2)n1 (stereo unspecified),-7%,i,8%,-1%,-13%,0%,-16,1,1%
COc1cc2nc(SCC(=O)Nc3cccc(C)c3)n3nc(-c4ccccc4)nc3c2cc1OC,-1%,12%,21%,/,-25%,?,/,-15,4%
O=C(CCc1nc(-c2ccc(F)cc2)no1)NCc1ccccc1CN1CCOCC1,14%,i,5%,2%,-9%,-9%,2,4,1%
O=C(CSc1nnc(CNc2ccccc2)o1)c1ccc2c(c1)OCCO2,3%,i,14%,0%,-2%,-5%,-20,-10,4%
O=C1CSC(c2cccs2)N1c1ccccc1 (stereo unspecified),-1%,i,5%,-1%,8%,2%,9,-3,9%
COc1cc(OC)c(NC(=O)CC(=O)Nc2cc(Cl)c(OC)cc2OC)cc1Cl,7%,i,-18%,14%,7%,0%,79,2,14%
O=C(/C=C/c1ccco1)NCC(=O)N/N=C/c1ccccc1[N+](=O)[O-],2%,-6%,-4%,3%,5%,33%,-3,-1,4%
C[C@@H](C(=O)Nc1ccc2ccccc2c1)[C@H]1C[C@]1(C)[C@H](NC(=O)OCc1ccccc1)c1ccccc1,-5%,-18%,-31%,19%,-1%,?,-11,-17,?
CCOC(=O)C(C)N(c1ccccc1Cl)S(C)(=O)=O (stereo unspecified),1%,i,-22%,1%,25%,6%,4,10,-8%
CCN(CC)C(=O)c1nn(Cc2ccccc2)c(=O)c2ccccc12,10%,i,-7%,0%,5%,-10%,16,1,21%
COc1cccc2c1OCC(CN1CCN(C3CCCCC3)C(CCO)C1)=C2 (stereo unspecified),4%,i,-7%,-7%,1%,-13%,-5,-3,-15%
Clc1ccc(-c2csc(N3CCSCC3)n2)cc1,15%,-27%,-24%,-8%,15%,-2%,15,0,-7%
CSc1nc(SC)c2c3c(oc2n1)COC(C)(C)C3,-1%,i,4%,10%,8%,-16%,24,-3,-2%
CN1CCN(c2nc3c(c(=O)n(C)c(=O)n3C)n2CC(N)=O)CC1,-7%,-18%[57.5 µM],-20%,-9%,-8%,7%,54,3,-26%
O=C(NCCc1cccc(F)c1)C1CCCN(c2nc3ccccc3s2)C1 (stereo unspecified),14%,i,0%,-3%,-5%,-4%,-16,-10,?
CCn1c(SCc2ccc(C(=O)Nc3cc(C)cc(C)c3)cc2)nnc1-c1ccncc1,-4%,-64%[inhibitor][57.5 µM],-27%,1%,5%,?,2,-3,-26%

# Continued:
SMILES,GLP-1R agonist,PTHR1 agonist,GLP1R cytotox,aSyn rescue,TDP43 rescue,KB-V1 MDR tox,DRD3 antagonist,DRD3 agonist,GLP1R inv ag
O=C(Cc1csc(-c2ccc(F)cc2)n1)Nc1cccc(S(=O)(=O)NC2=NCCC2)c1,-6%,-5%,-12%,3%,10%,6%,-6,-19,2%
O=C(CCC(=O)c1cccs1)NNC(=O)c1ccc(Cl)cc1,-1%,i,-1%,0%[1.84 µM],1%,?,9,5,13%
COC(=O)c1c(NC(=O)C2CC(C)=C(C)CC2C(=O)O)sc2c1CCCCC2 (stereo unspecified),-2%,i,-4%,0%,6%,7%,2,3,?
Cc1cc(C)c(NC(=O)Cn2c([N+](=O)[O-])cnc2C)c(C)c1,-1%,?,1%,-2%,6%,-4%,-11,-2,3%
CCN(C(C)=O)N(CC)c1nc(Cl)nc(NC(C)C)n1,0%,-5%,1%,0%,26%,11%,2,2,15%
COc1ccc(OCCSc2nc(-c3ccccc3)cc(=O)[nH]2)cc1,1%,-9%,-4%,0%,-11%,?,7,5,6%
COCCn1c(N)c(C(=O)Nc2sc3c(c2C(=O)OC)CCCC3)c2nc3ccccc3nc21,-8%,i,-5%,2%,9%,3%,20,10,8%
COc1ccc(C(=O)NC(c2ccccc2Cl)c2cc(Cl)c3cccnc3c2O)cc1 (stereo unspecified),/,i,-8%,16µM*,?,/,/,23,1.8µM*
CCCOc1ccc(C2C(=O)N(C3CCC(C)CC3)CC(=O)N2Cc2cccc(OC)c2)cc1OC (stereo unspecified),/,18%,3%,/,-16%,/,/,-2,10%
COCCn1c(SCC(=O)Nc2cc(C)cc(C)c2)nc2ccccc2c1=O,-1%,-12%,3%,0%,-12%,-20%,-26,-6,12%
Cc1noc(NS(=O)(=O)c2ccc(NC(=O)c3oc4ccc(F)cc4c3C)cc2)c1C,-4%,-7%,-2%,-4%,-17%,15%,-18,0,8%
c1ccc2nc(NN=C3CCCCC3)ccc2c1,-1%,-83%[inhibitor],-15%,3%,3%,?,7,1,?
Cc1cc(C)c2nc(C(F)(F)F)nc(N3CC(C)OC(C)C3)c2c1 (stereo unspecified),0%,-56%[inhibitor],0%,-5%,9%,2%,48,0,-17%
O=C1C=C(c2ccc3c(c2)OCO3)C[C@@H](c2ccc3c(c2)OCO3)C1,17%,-16%,9%,2%,8%,0%,-16,-1,12%
CC(C)Sc1nnc(NC(=O)CCc2ccccc2)s1,-2%,-17%,-7%,1%,10%,-8%,21,0,-18%
Cc1nc2nc(SCC(=O)c3ccc([N+](=O)[O-])cc3)[nH]c2cc1Br,-1%,-28%,-13%,-1%,-24%,-22%,-29,7,40%[activator]
Cc1cc(C)n(-c2ncnc3ccccc23)n1,-3%,2%,-2%,1%,15%,?,2,-2,-14%
Cc1cc(C(=O)O)cc(S(=O)(=O)Nc2c(C)nn(C)c2C)c1C,0%,-33%,-14%,-5%,-10%,-3%,-13,4,6%
COc1cccc2cc(-c3cc(=O)oc4cc(C)c(OCC(C)=O)cc34)oc12,-4%,-12%,-2%,-2%,-20%,5%,4,5,10%
